AMPAR-TARP mod = modulators of GluA2-stargazin AMPA receptor complexes, primary screen, cell-based, membrane potential dye. Voltage-dependent calcium channel gamma-2 subunit (Mus musculus) + Glutamate receptor 2 …. calls only at 30 µM. 3.5% of 40,000 active. HEK293 GluA2+stargazin, membrane potential dye (FDSS), glutamate EC50; hits were called plate by plate, in both directions;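 active = any of four per-well response measures lying three or more SD from its plate-wide compound average, in either direction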
Target sequence (O88602 whole entry, looked up): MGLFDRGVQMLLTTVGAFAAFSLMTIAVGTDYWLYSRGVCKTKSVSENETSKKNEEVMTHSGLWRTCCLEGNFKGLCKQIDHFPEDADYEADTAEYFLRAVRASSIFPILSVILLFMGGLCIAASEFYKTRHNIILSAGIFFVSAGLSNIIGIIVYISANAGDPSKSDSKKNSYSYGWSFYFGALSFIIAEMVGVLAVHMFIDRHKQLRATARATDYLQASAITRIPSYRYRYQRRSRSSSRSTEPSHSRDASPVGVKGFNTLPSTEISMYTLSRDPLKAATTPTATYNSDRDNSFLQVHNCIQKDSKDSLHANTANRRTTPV
Target sequence (P19491 whole entry, looked up): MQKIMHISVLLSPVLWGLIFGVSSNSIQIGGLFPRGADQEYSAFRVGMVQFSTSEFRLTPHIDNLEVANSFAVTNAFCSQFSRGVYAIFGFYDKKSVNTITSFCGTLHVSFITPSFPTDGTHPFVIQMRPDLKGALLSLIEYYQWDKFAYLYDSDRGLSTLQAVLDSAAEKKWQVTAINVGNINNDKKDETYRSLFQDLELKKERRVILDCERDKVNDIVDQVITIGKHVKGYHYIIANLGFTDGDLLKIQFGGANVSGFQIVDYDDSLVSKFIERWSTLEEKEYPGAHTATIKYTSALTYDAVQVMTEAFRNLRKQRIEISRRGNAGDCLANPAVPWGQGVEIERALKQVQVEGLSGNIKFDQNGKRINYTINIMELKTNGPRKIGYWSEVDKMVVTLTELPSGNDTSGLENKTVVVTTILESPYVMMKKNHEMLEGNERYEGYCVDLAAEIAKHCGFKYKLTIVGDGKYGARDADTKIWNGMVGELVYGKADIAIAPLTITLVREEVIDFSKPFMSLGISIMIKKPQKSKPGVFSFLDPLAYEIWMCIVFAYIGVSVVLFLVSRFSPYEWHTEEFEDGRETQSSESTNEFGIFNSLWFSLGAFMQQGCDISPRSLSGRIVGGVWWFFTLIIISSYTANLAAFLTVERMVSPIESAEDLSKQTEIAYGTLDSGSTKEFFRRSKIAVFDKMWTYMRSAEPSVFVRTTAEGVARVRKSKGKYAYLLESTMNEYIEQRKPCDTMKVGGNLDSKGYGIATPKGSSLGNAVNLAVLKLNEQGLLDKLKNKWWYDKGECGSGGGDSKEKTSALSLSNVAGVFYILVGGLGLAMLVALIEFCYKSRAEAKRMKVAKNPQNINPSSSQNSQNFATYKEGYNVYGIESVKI
AMPAR-TARP mod agonism max-min = also measured in AMPAR-TARP mod; calls as there; compound max-min signal; compound-alone response (agonism);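 unitless range of fluorescence divided by baseline over first 100 seconds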
AMPAR-TARP mod glutamate slope = also measured in AMPAR-TARP mod; calls as there; glutamate slope, % of max; measured here: glutamate response slope, % max;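 scaled per plate between vehicle wells and maximal 1 mM glutamate control wells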
Starred values were filed as active, the others as inactive; i = inactive; + = active, no number; & = joins results of further samples. Some of the compounds tested; the hit share may differ from the screen's.

SMILES	AMPAR-TARP mod	AMPAR-TARP mod agonism max-min	AMPAR-TARP mod glutamate slope
COc1cccc(NC(=O)c2ccc(S(=O)(=O)N3CCCCC3)cc2)c1	i	0.16	64
O=C(NCCOCCO)C(=O)Nc1c2c(nn1-c1cccc(Cl)c1)CS(=O)(=O)C2	i	0.078	87
CCC(CO)NC(=O)C(=O)Nc1ccc([N+](=O)[O-])cc1 (configuration not stated)	i	0.12	54
O=C(NC1CC(=O)N(c2ccccc2)C1)c1ccccc1C(F)(F)F (configuration not stated)	i	0.035	54
COc1cc(/C=C2\Oc3cc(O)ccc3C2=O)cc(OC)c1OC	+	0.32*	59*
O=C(c1ccc([N+](=O)[O-])o1)N1CCN(Cc2nnnn2-c2ccc(F)c(F)c2)CC1	i	0.097	50
CCOC(=O)CCn1c(=O)c2c(nc3n(-c4cc(C)cc(C)c4)c(C)c(C)n23)n(C)c1=O	i	0.1	68
COCCN1CCC(CNC(=O)C(=O)Nc2ccc(OC(F)(F)F)cc2)CC1	i	0.06	51
Cn1c(=O)c2c(nc3n(CC(=O)C(C)(C)C)c(-c4ccccc4)cn23)n(C)c1=O	i	0.096	60
O=C(Cc1ccc(Cl)cc1)Nc1ccc(CN2CCCCC2)cc1	i	0.042	44
O=C(Cn1nc(-c2ccc3c(c2)OCO3)ccc1=O)NCCc1ccccc1	i	0.024	47
COc1cc(C(=O)NCC(c2ccc(C)cc2)N2CCOCC2)c([N+](=O)[O-])cc1OC (configuration not stated)	i	0.069	57
O=S(=O)(c1ccccc1)c1cc2ccccc2oc1=Nc1ccccc1F	i	0.095	66
COC(=O)Cc1c(C)c2ccc(OCC(=O)c3ccc(F)cc3)cc2oc1=O	+	0.13*	37*
CCc1ccc2nc(N(CCN3CCOCC3)C(=O)c3ccc(N4C(=O)CCC4=O)cc3)sc2c1	i	0.022	47
Cc1cc(C(=O)N2CCC3(CC2)OCCN3S(=O)(=O)c2cccs2)c(C)o1	+	0.14*	58*
COC(=O)NCCc1nc2ccccc2n1C	i	0.1	56
CCOc1ccc(S(=O)(=O)NCC(C)(O)c2ccc3c(c2)OCO3)cc1F (configuration not stated)	i	0.16	50
CCOC(=O)c1ccc(Nc2cc(C)nc(-n3cc([N+](=O)[O-])cn3)n2)cc1	i	0.17	54
CCCOc1ccc(S(=O)(=O)NCC2CCN(C3CCCC3)CC2)cc1	+	0.21*	57*
COc1cccc(-c2nnc3ccc(OCCNC(=O)Cc4ccc(F)cc4)nn23)c1	i	0.096	79
O=C(Nc1ccc2c(c1)OCO2)N1CCN(c2ccc3nnc(C4CC4)n3n2)CC1	i	0.072	47
O=C(NCc1cccs1)C(=O)Nc1cc(F)ccc1F	i	0.047	57
Cc1cc(C)n(-c2ccc(N3CCCC(C(=O)Nc4cccc5nsnc45)C3)nn2)n1 (configuration not stated)	i	0.076	60
O=C(c1ccco1)N1CCc2ccc(NC(=O)C3(c4ccccc4)CCOCC3)cc21	i	0.1	55
The results go on.
SMILES	AMPAR-TARP mod	AMPAR-TARP mod agonism max-min	AMPAR-TARP mod glutamate slope
O=C(Nc1sc2c(c1C(=O)O)CCC2)c1cccc(Cl)c1	+	0.16*	50*
CC(Oc1ccccc1)C(=O)N1CCC2(CC1)NC(=O)N(Cc1ccc(F)cc1)C2=O (configuration not stated)	i	0.084	42
COc1ccc(S(=O)(=O)N2CCC(C(=O)Nc3sc(C)c(C)c3C#N)CC2)cc1	i	0.086	58
Cc1cc(C)cc(C(=O)N2CCN(S(=O)(=O)c3cc4c5c(c3)CCN5C(=O)CC4)CC2)c1	i	0.11	61
COCC(C)(O)CNC(=O)c1cccc(C#N)c1 (configuration not stated)	i	0.1	43
CNc1nc2c(c(=O)n(C)c(=O)n2C)n1CC(O)c1ccccc1 (configuration not stated)	i	0.12	45
Cc1nnc(-c2cn(CC(=O)NC(C)(C)C)c3ccccc23)o1	i	0.08	52
COc1ccc(C)cc1NC(=O)C(=O)NCCc1ccc(S(N)(=O)=O)cc1	i	0.039	48
CCOc1ccc(-c2nc(S(=O)(=O)c3ccccc3)c(N3CCOCC3)o2)cc1	i	0.11	43
O=C(CCSc1nnnn1-c1ccc(Cl)cc1)Nc1nccs1	i	0.061	56
CC(C)Cn1c(SCC#N)nc2cc(C(=O)NC(C)C)ccc2c1=O	i	0.091	47
OCCCc1nc2ccccc2n1CCOc1ccccc1	i	0.041	62
CSc1nc(N)c2c(n1)NC1=C(C(=O)CC(C)(C)C1)C2c1ccncc1 (configuration not stated)	i	0.072	75
Cc1cccc(-n2c(=O)c3sccc3n(Cc3nc(-c4ccccc4Cl)no3)c2=O)c1	i	0.097&0.054	64&117
O=C(Cn1nc(-c2ccco2)c2sc(N3CCOCC3)nc2c1=O)c1ccc(Cl)cc1	i	0.091	58
Cn1nnc2c(SCC(=O)N3CCC(Cc4ccccc4)CC3)ncnc21	i	0.048	60
CN(C)CCCN1C(=O)C(=O)/C(=C(\O)c2ccc(S(=O)(=O)N(C)C)cc2)C1c1ccc(Cl)c(Cl)c1 (configuration not stated)	i	0.069	-2
CC(=O)Nc1ccc(OCC(O)CSc2ccccn2)cc1 (configuration not stated)	i	0.12	42
CCN1C(SCC(=O)Nc2ccc(OC)c(OC)c2)=NS(=O)(=O)c2ccccc21	i	0.062	73
CC1CCCCN1c1ccc(N2CCN(C(=O)C3CCCCC3)CC2)nn1 (configuration not stated)	i	0.1	50
COCCN1CCC(CNC(=O)C(=O)NC2CCCCC2)CC1	i	0.076	62
COc1cc(C(=O)Nc2nnc(-c3ccc(C)cc3C)o2)cc(OC)c1OC	i	0.2	71
Cn1ccc(C(=O)Nc2nnc(-c3cc4ccccc4o3)o2)n1	i	0.1	42
Cc1ccc2c(c1)N(C)C(=O)c1cc(NC(=O)CSc3ccc(F)cc3)ccc1O2	i	0.13	46
COCCN1CCC(NC(=O)Cc2cccc(OC)c2)CC1	i	0.075	56

Structural class, the entries above containing a nitro group on carbon (four)
SMILES	AMPAR-TARP mod	AMPAR-TARP mod agonism max-min	AMPAR-TARP mod glutamate slope
CCC(CO)NC(=O)C(=O)Nc1ccc([N+](=O)[O-])cc1 (configuration not stated)	i	0.12	54
O=C(c1ccc([N+](=O)[O-])o1)N1CCN(Cc2nnnn2-c2ccc(F)c(F)c2)CC1	i	0.097	50
COc1cc(C(=O)NCC(c2ccc(C)cc2)N2CCOCC2)c([N+](=O)[O-])cc1OC (configuration not stated)	i	0.069	57
CCOC(=O)c1ccc(Nc2cc(C)nc(-n3cc([N+](=O)[O-])cn3)n2)cc1	i	0.17	54

Next section.
SMILES	AMPAR-TARP mod	AMPAR-TARP mod agonism max-min	AMPAR-TARP mod glutamate slope
CC(=O)Cc1nsc(NC(=O)c2ccc(-c3c(Cl)cccc3Cl)o2)n1	i	0.11	59
CC1(C)CC(=O)c2ccc(=O)[nH]c2C1	i	0.031	33
Cc1ccc(C2=NC(C)(C)N(C(=O)c3ccccc3)C2=S)cc1	i	0.18	62
COc1ccc(N2C(=O)CN(Cc3ccc(F)cc3)C3CS(=O)(=O)CC32)cc1 (configuration not stated)	i	0.043	60
CCn1nnc2c(N3CCN(c4ccccc4F)CC3)ncnc21	i	0.11	53
CS(=O)(=O)c1ccc(C(=O)Nc2nnc(-c3cccnc3)o2)cc1	+	0.2*	93*
Cc1c(Cl)cccc1NC(=O)Cc1cc(-c2cc3ccccc3o2)on1	i	0.078	50
Cn1nc(-c2cccc(NC(=O)Nc3cccc(Cl)c3)c2)ccc1=O	i	0.12	46
Cn1nc(C2CCCN(C(=O)/C=C/c3ccccc3)C2)n(-c2ccccc2)c1=O (configuration not stated)	i	0.068	50
O=C(C1CCCC1)N1CCN(c2ccc(-c3ccccn3)nn2)CC1	i	0.14	36
CCOC(=O)c1ccc(NC(=O)Cn2cnc3c(sc4nc(C)cc(C)c43)c2=O)cc1	i	0.071	76
CCOc1cc(C(=O)Nc2ccc3c(c2)CCC(=O)N3C)cc(OCC)c1OCC	i	0.091	51
O=C(Nc1cc(-c2cccs2)nn1CCO)c1ccccc1Cl	i	0.12	65
Cc1ccc(NC(=O)C(=O)NCC2CCN(Cc3cccs3)CC2)cc1	i	0.055	63
O=C(CN(c1ccc(F)cc1)S(=O)(=O)c1cccnc1)NCCc1ccccc1	i	0.12	61
Cc1ccc(S(=O)(=O)NCC(=O)NNC(=O)NC2CCCCC2)cc1	i	0.099	61
COCCNC(=O)c1ccc2c(=O)n(CCc3ccccc3)c(SCC#N)nc2c1	i	0.064	59
CCOC(=O)C1=C(C)NC(=O)NC1c1c(O)ccc2ccccc12 (configuration not stated)	i	0.1	54
CCOc1ccc(NC(=O)NCCNC(=O)c2ccc(NC(=O)C3CCCC3)cc2)cc1	i	0.092	45
CCSc1ccccc1C(=O)NCC1(c2ccc(OC)cc2)CCCC1	+	0.18*	71*
CCOc1ccc(NS(=O)(=O)c2ccc(NC(=O)c3ccco3)cc2)cc1	i	0.063	46
COc1ccc(Cl)cc1S(=O)(=O)NCCN1CCOCC1	i	0.069	70
COc1coc(C(=O)Nc2ccc3c(c2)OCCO3)cc1=O	i	0.14	61
COc1cccc(C(CNC(=O)c2ccc(OC(C)C)cc2)N2CCOCC2)c1 (configuration not stated)	i	0.069	42
CN(C)S(=O)(=O)c1ccc(C(=O)NCC(O)(c2cccs2)C2CC2)cc1 (configuration not stated)	i	0.11	54

4 entries from above, as labelled records.
> CC(C)Cn1c(SCC#N)nc2cc(C(=O)NC(C)C)ccc2c1=O
  AMPAR-TARP mod: i
  AMPAR-TARP mod agonism max-min: 0.091
  AMPAR-TARP mod glutamate slope: 47
> OCCCc1nc2ccccc2n1CCOc1ccccc1
  AMPAR-TARP mod: i
  AMPAR-TARP mod agonism max-min: 0.041
  AMPAR-TARP mod glutamate slope: 62
> CSc1nc(N)c2c(n1)NC1=C(C(=O)CC(C)(C)C1)C2c1ccncc1 (configuration not stated)
  AMPAR-TARP mod: i
  AMPAR-TARP mod agonism max-min: 0.072
  AMPAR-TARP mod glutamate slope: 75
> Cc1cccc(-n2c(=O)c3sccc3n(Cc3nc(-c4ccccc4Cl)no3)c2=O)c1
  AMPAR-TARP mod: i
  AMPAR-TARP mod agonism max-min: 0.097&0.054
  AMPAR-TARP mod glutamate slope: 64&117

(next part)
SMILES	AMPAR-TARP mod	AMPAR-TARP mod agonism max-min	AMPAR-TARP mod glutamate slope
Cc1ccc(S(=O)(=O)c2c(C)nn(C(C)(C)C)c2OC(=O)c2ccc(C)c([N+](=O)[O-])c2)cc1	i	0.077	60
O=C(/C=C/c1ccc2c(c1)OCO2)N1CCC(Cn2cccn2)CC1	i	0.099	63
Cc1cccc2c(=O)oc(=O)[nH]c12	i	0.11&0.035	55&86
CC1CN(C(=O)C(=O)c2cn(CC(=O)N3CCOCC3)c3ccccc23)CC(C)O1 (configuration not stated)	i	0.06	58
O=C(Nc1ccc(N2CCCS2(=O)=O)cc1)Nc1cccs1	i	0.12	55
COc1ccc(Cl)cc1S(=O)(=O)N1CCN(C(=O)c2cc(OC)c(OC)c(OC)c2)CC1	i	0.079	44
Cc1cccc2sc(N(Cc3ccncc3)C(=O)/C=C/c3cccs3)nc12	i	0.096	53
COc1ccc(NC(=O)Cn2nc3ccc(SCc4ccc(Cl)cc4)nn3c2=O)cc1	i	0.14	67
CCC(=O)Nc1ccc(S(=O)(=O)N2CCN(c3ccc(-c4ccco4)nn3)CC2)cc1	i	0.071	33
CSc1ccccc1C(=O)NCCS(=O)(=O)N1CCN(Cc2ccccc2)CC1	i	0.041	36
COc1ccc(/C=N/Nc2nc3c(c(=O)[nH]c(=O)n3C)n2Cc2ccc(C)cc2)cc1	i	0.11	67
O=C(NCCn1nc(-c2cccnc2)ccc1=O)c1ccccc1	i	0.081	65
COc1ccc(-c2c(-c3ccc(OCC(=O)NN)cc3O)n[nH]c2C)cc1	i	0.12	66
COCCNC(=O)Cc1ccc(NC(=O)Cc2cccc3ccccc23)cc1	i	0.087	47
O=C(NCCCn1nc(-c2ccccc2)ccc1=O)Nc1ccc(C(F)(F)F)cc1	i	0.098	39
CCC(=O)Nc1nnc(-c2ccc(C)c(C)c2)o1	i	0.087	64
COC(=O)c1sc(-c2ccccc2)cc1NC(=O)c1ccc(S(=O)(=O)C(C)C)cc1	i	0.088	61
CCOc1ccc(C(=O)Nc2ccc3c(c2)CCCN3S(=O)(=O)c2ccc(OC)cc2)cc1	i	0.11	62
Cc1cc(NC(=O)CSc2ccc(NC(=O)c3ccco3)nn2)no1	i	0.08	44
CC(C)Oc1ccc(NC(=O)/C=C/c2ccccc2)cc1	i	0.085	61
COc1cc(/C=C2/SC(=S)N(c3ccccc3Cl)C2=O)ccc1O	i	0.15	56
COc1ccc(CNc2oc(-c3ccco3)nc2S(=O)(=O)c2ccccc2)cc1	i	0.099	53
CCOc1ccc(NC(=O)CSc2nc(CC)c3c(c2C#N)CCCC3)cc1	i	0.09	55
Cn1c(=O)[nH]c(=O)c2c1nc(N1CCN(CC(N)=O)CC1)n2Cc1cccc2ccccc12	i	0.089	30
NCc1cnco1	i	0.072	66
COc1ccccc1CNC(=O)C(=O)NCC1OCCCN1S(=O)(=O)c1ccccc1 (configuration not stated)	i	0.08	66
